TRHR PAM: qHTS for Small Molecule Agonists and Allosteric Enhancers of Human TRH Receptor: Primary Screen for Enhancers; TRHR cells, fluo-8 calcium fluorescence, EC20 TRH enhancement; AID 493056, 2011; Thyrotropin-releasing hormone receptor (Homo sapiens), P34981; enhancement, % at 2 µM; hit rate 0.66% among 360,000; in the data active = enhancement above about 30%; note: 0% is about no effect
Target sequence (P34981 whole entry, looked up): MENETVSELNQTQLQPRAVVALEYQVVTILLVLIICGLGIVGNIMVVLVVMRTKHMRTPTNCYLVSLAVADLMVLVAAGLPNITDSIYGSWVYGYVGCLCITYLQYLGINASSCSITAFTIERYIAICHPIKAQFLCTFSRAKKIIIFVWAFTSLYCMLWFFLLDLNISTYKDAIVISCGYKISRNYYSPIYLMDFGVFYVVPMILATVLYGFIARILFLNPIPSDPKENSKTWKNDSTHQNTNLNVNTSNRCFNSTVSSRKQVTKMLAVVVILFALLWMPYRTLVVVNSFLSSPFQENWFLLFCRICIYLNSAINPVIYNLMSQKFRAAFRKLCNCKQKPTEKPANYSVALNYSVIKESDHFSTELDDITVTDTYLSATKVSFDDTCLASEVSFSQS
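TRHR-expressing cells loaded with fluo-8 calcium dye were read kinetically (ex 480/em 530) during compound addition, then stimulated with an EC20 of TRH (10 nM final). Enhancement of the Gq-mediated intracellular calcium response was scored.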
D2 ag: HTS Assay for Allosteric Agonists of the Human D2 Dopamine Receptor: Primary Screen for Agonists | D(2) dopamine receptor (Homo sapiens), P14416 | activation, % at 2 µM | hit rate 0.53% among 340,000 | HEK293 T-REx D2 cells, calcium flux agonist mode;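 active = activation over 3 SD above normal in the single-dose calcium agonist read, cut at about 30% in these data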; note: 0% is about no effect
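Agonism is scored from calcium flux in a force-coupled, inducible HEK293 cell line expressing D2, read kinetically for 180 s after compound addition against dopamine controls.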
D2 antag: HTS Assay for Allosteric Antagonists of the Human D2 Dopamine Receptor: Primary Screen for Antagonists. inhibition, % at 10 µM. D(2) dopamine receptor (Homo sapiens), P14416. AID 485344, 2010. hit rate 2% among 340,000. HEK293 TREx D2 cells, calcium flux, dopamine EC80; in the data active = inhibition above about 30%; note: 0% is about no effect
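Measurement of antagonist activity uses fluorescent calcium dye in inducible HEK293 T-REx D2 cells: 10 s baseline, compound addition with 180 s read, EC80 dopamine addition with a further 180 s read.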
D1 PAM: Potentiators of Human D1 Dopamine Receptor: qHTS. D(1A) dopamine receptor (Homo sapiens), P21728. HEK293 TREx D1 cells, calcium flux, dopamine EC20 potentiation. potentiation, % at 10 µM. hit rate 0.036% among 360,000; in the data active = potentiation above about 30%; note: 0% is about no effect
Target sequence (P21728 whole entry, looked up): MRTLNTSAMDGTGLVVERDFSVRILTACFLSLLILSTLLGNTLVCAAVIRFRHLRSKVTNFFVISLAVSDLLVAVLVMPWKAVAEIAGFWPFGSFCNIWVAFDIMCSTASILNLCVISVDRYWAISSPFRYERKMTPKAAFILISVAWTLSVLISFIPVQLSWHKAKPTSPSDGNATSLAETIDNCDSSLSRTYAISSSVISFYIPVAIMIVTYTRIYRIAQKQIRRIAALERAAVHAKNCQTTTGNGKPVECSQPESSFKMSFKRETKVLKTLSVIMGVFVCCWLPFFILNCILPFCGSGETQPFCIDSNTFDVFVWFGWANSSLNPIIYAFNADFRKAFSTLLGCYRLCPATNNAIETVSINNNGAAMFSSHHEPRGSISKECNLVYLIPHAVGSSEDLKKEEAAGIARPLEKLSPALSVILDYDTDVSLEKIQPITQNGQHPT
RXFP1 agonist: qHTS Assay for Agonists of the Relaxin Receptor RXFP1 | Relaxin receptor 1 (Homo sapiens), Q9HBX9 | HEK293T-RXFP1 cAMP TR-FRET, 30 min; response scale: percent of porcine relaxin response, buffer zero | Potency, µM (series often up to 57.5 µM), inactives show at the top dose activation, most hits filed as activators | hit rate 0.3% among 370,000 | AID 2676, 2010; active = well fitted activation curve with a large enough effect; inconclusive = small, poorly fitted or top-dose-only effect; note: potency is the fitted concentration of half-maximal effect; % is set by controls: 0 for no effect and ±100 for the full control effect; nearly all actives have a fitted effect of over 60% in size; many of its hits are not listed in these tables
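cAMP rise read by TR-FRET after 30 min, 37C compound exposure (up to 58 uM) in RXFP1-transfected HEK293 cells with Ro 20174 present. EC50 from Hill-equation fits, with 29 nM porcine relaxin as 100% and buffer as basal.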
RXFP1 antag: qHTS Assay for Antagonists of the Relaxin Receptor RXFP1; Relaxin receptor 1 (Homo sapiens), Q9HBX9; HEK293-RXFP1, relaxin-stimulated cAMP HTRF, 30 min; hits give low values; activity change, negative = inhibition, % at 57.5 µM; hit rate 0.59% among 350,000; AID 1259400, 2018;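 active = activity change of -60% or lower, but not beyond a set lower limit; inconclusive = change between -60% and -40%, or beyond the set limit; inactive = change above -40%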; note: % is set by controls: 0 for no effect and ±100 for the full control effect
D1 ag: Allosteric Agonists of the Human D1 Dopamine Receptor: qHTS. HEK293 T-REx D1 cells, calcium flux, agonist mode. activation, % at 2 µM. hit rate 1% among 360,000; in the data active = activation above about 30%; note: 0% is about no effect
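Inducible HEK293 T-REx D1 cells, force-coupled to calcium signalling, were plated at 4000 cells/well with tetracycline and held overnight at 30 C. After no-wash calcium dye loading, compound-evoked calcium rise over 180 s flagged agonists.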
D1 antag: Antagonist of Human D 1 Dopamine Receptor: qHTS; HEK293 TREx D1 cells, calcium flux, dopamine EC80; hits give low values; activity change, negative = inhibition, % at 10 µM; hit rate 3.2% among 360,000; AID 504652, 2011; in the data active = activity change below about -30%; note: % is set by controls: 0 for no effect and ±100 for the full control effect
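Antagonism measured as reduced calcium response to an EC80 dopamine addition following 180 s compound pre-read; cells were inducible HEK293 Trex D1 plated overnight at 30 C, read kinetically at 1 cycle/sec.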
D2 potentiator: HTS Assay for Positive Allosteric Modulators of the Human D2 Dopamine Receptor: Primary Screen for Potentiators; potentiation, % at 10 µM; HEK293 T-REx D2, calcium flux, EC20 dopamine potentiation; hit rate 0.34% among 340,000; D(2) dopamine receptor (Homo sapiens), P14416; AID 485347, 2010;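 active = potentiation over 3 SD above the plate norm, cut at about 30% in these data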; note: 0% is about no effect
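Primary screen. Calcium kinetics in induced HEK293 T-REx D2 cells: compound pre-addition 180 s, EC20 dopamine, 180 s more.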
The depositor's hits bear a star; ? = inconclusive; nt = not tested or not shown. Not all compounds are listed; rates above refer to the full screens.

SMILES,TRHR PAM,D2 ag,D2 antag,D1 PAM,RXFP1 agonist,RXFP1 antag,D1 ag,D1 antag,D2 potentiator
O=C(CNC(=O)c1ccco1)NCc1nc2ccccc2[nH]1,9,0.7,-13,-4,3.2%,-3,0,4,9
CN(C)c1ccc2c3c(ccc(N(C)C)c13)COC2,-7,-0.3,-15,0,-1.0%,5,1,-6,16
CCOC(=O)c1ccc(N2C(=O)c3n[nH]c(-c4ccco4)c3C2c2cccc(F)c2)cc1 (configuration not stated),34*,0.4,nt,9,2.6%,nt,16,33,2
O=C(c1ccco1)N1CCN(C(=O)c2[nH]ncc2[N+](=O)[O-])CC1,0,1.0,-9,5,2.2%,-26,2,6,-1
Cc1cc(C)nc(SCc2cc(=O)c(OC(=O)c3ccc(S(=O)(=O)N4CCCC4)cc3)co2)n1,-7,0.8,-14,-9,1.1%,6,25,-3,0
COC(=O)CCCCCN1C(=O)NC(c2ccccc2)C(C(=O)OCc2ccccc2)=C1C (configuration not stated),-1,1.5,17,-9,2.4%,nt,5,-5,0
O=C(NCCN1CCCCC1)c1cc(Cl)ccc1Cl,1,1.9,-5,1,-0.4%,-5,3,4,-5
O=C(Nc1ccc(-c2csc(Nc3ccc(Cl)cc3)n2)cc1)c1cccc(C(F)(F)F)c1,-5,-0.1,14,-3,0.0%,nt,1,0,2
CC1CCCN(S(=O)(=O)c2ccc(NC(=O)[C@@H]3CCCN3C(=O)c3cccs3)cc2)C1 (some centres not stated),0,0.3,-17,4,-0.6%,9,0,13,-7
CCOc1cc(C2C(C#N)=C(N)OC(C)=C2C(C)=O)cc(Br)c1O (configuration not stated),1,1.5,-3,-1,-0.6%,-26,3,-8,4
COC(=O)c1sc(NC(=O)C2CCCO2)c(C(=O)OC)c1C (configuration not stated),32*,0.5,-24,-2,3.1%,-7,0,-5,14
O=C(O)COc1ccccc1/C=C1\SC(=Nc2ccc(F)cc2)N(c2ccc(F)cc2)C1=O,3,1.5,3,-5,0.7%,-7,0,nt,15
CC(C)c1nn2c(=O)cc(COC(=O)c3ccc(NC(=O)CCc4ccccc4)cc3)nc2s1,5,1.9,nt,0,18%,-5,4,-18,-1
CNC(=O)CCC(=O)Nc1ccc(C)cc1,4,-1.3,-3,2,0.2%,2,5,10,1
CCOC(=O)c1c(C)oc2ccc(N(C(=O)Oc3ccccc3)S(=O)(=O)c3ccccc3)cc12,-2,nt,nt,-2,-0.5%,nt,5,-1,5
O=C(NCc1ccco1)c1ccc(Cl)c(S(=O)(=O)N2CCCC2)c1,0,0.1,11,-6,2.8%,-10,2,5,18
COc1ccc(NC(=O)[C@@H]2CCCN2S(=O)(=O)c2cccc3cccnc23)cc1,-15,-1.3,0,-2,-1.6%,nt,0,1,12
CCCCn1nc(C(=O)Nc2cc(C(F)(F)F)ccc2N2CCOCC2)ccc1=O,3,0.2,1,-5,3.0%,2,1,-12,3
CCn1nnnc1-c1ccc(OC)c(S(=O)(=O)NCc2ccccc2)c1,-15,0.2,33*,-8,-0.2%,0,3,5,1
Cc1ccc(N2CC(c3nnc(NC(=O)c4ccco4)s3)CC2=O)cc1Cl (configuration not stated),-1,-0.9,nt,0,17%,-4,1,2,-9

Three compounds from above, arranged by number of heavy atoms, largest number first:
SMILES,TRHR PAM,D2 ag,D2 antag,D1 PAM,RXFP1 agonist,RXFP1 antag,D1 ag,D1 antag,D2 potentiator
COc1ccc(NC(=O)[C@@H]2CCCN2S(=O)(=O)c2cccc3cccnc23)cc1,-15,-1.3,0,-2,-1.6%,nt,0,1,12
Cc1ccc(N2CC(c3nnc(NC(=O)c4ccco4)s3)CC2=O)cc1Cl (configuration not stated),-1,-0.9,nt,0,17%,-4,1,2,-9
CCn1nnnc1-c1ccc(OC)c(S(=O)(=O)NCc2ccccc2)c1,-15,0.2,33*,-8,-0.2%,0,3,5,1

The listing continues.
SMILES,TRHR PAM,D2 ag,D2 antag,D1 PAM,RXFP1 agonist,RXFP1 antag,D1 ag,D1 antag,D2 potentiator
COc1ccc(-n2c(N)c(C(=O)NCc3ccco3)c3nc4ccccc4nc32)cc1,2,1.3,-7,-9,3.4%,-12,1,-7,7
CCOC(=O)N/N=C\c1ccc(C)s1,8,nt,nt,-1,0.2%,4,-1,-6,1
COc1ccc(/C=C/C(=O)OCC(=O)NC2CCS(=O)(=O)C2)cc1 (configuration not stated),2,0.4,-11,-4,1.4%,-11,1,18,-2
Cc1cc(C)n2c(SCC(=O)NCc3ccc4c(c3)OCO4)nnc2n1,-1,-0.1,2,-2,9.0%,-5,1,0,1
CCCCC(=O)NS(=O)(=O)c1ccc(N=NN(CC)CC)cc1,3,0.2,8,-2,1.2%,-12,1,-5,3
Cc1cc(C)c(OCCN(C)C)c(Cl)c1,-4,nt,nt,0,-1.5%,4,0,-38*,-25
COc1ccccc1N1CCN(CC(=O)Nc2nccs2)CC1,3,nt,nt,1,0.1%,-6,3,-5,nt
O=c1cc(Cl)[nH]c(=O)n1Cc1ccccc1,-2,0.3,11,-2,3.7%,9,2,-1,1
CC(C)CCNC(=O)NC(=O)CSc1ccc(S(=O)(=O)N2CCOCC2)cn1,63*,-0.2,20,4,-0.6%,-1,0,14,-6
O=C(Nc1cc(Cl)ccc1O)c1snnc1-c1ccccc1,-8,3.5,23,-3,3.5%,-3,19,-39*,9
Cc1ccc(C(=O)NC2CCN(S(=O)(=O)c3ccccc3F)CC2)cc1,14,-1.7,-1,-3,1.1%,-12,1,-9,3
Cc1cccc(OCC(=O)N/N=C\c2cn(C)c3ccccc23)c1,1,-0.5,-4,-1,-0.2%,-7,22,-34*,-13
CCCCCC(O)(CCN1CCCCC1)c1ccc(OCC)cc1 (configuration not stated),6,-0.9,-5,-1,1.3%,-18,35*,-2,nt
Cc1nc(SCCOc2ccc(Cl)cc2)[nH]c(=O)c1Cc1ccccc1,4,-0.5,nt,2,-0.5%,6,-1,-9,nt
CC(=O)c1cccc(NC(=O)CCc2c(C)nc3c(-c4ccc(F)cc4)c(C)nn3c2C)c1,13,1.1,nt,-6,1.3%,nt,2,-15,8
Cc1ccc(OC(=O)c2ccc(C)c([N+](=O)[O-])c2)cn1,-2,1.7,-12,1,0.5%,-1,5,8,-2
c1ccc(CN2CCOCC2)cc1,2,-0.7,-12,-5,0.5%,-10,-4,-6,5
Cn1cccc1C(=S)N=P(C1CCCCC1)(N1CCOCC1)N1CCOCC1,2,-1.7,-11,-8,-0.1%,11,0,-11,15
COc1ccc(C)cc1S(=O)(=O)N(C)CC(=O)NC1CC1,-6,1.3,8,-2,0.1%,-6,1,-5,2
Cc1cc([N+](=O)[O-])nn1CC(=O)Nc1cc(F)ccc1F,14,nt,nt,0,16%,-2,3,7,nt
O=C(NCCCc1nc2ccccc2n1Cc1ccc(Cl)cc1)c1ccco1,8,-1.3,nt,-2,1.8%,-3,81*,-31*,10
COc1ccc(CCNC(=O)NS(=O)(=O)c2ccc(C)cc2)cc1OC,0,0.0,-5,-7,1.0%,5,0,-2,2
O=C1NCCN1C(=O)c1ccco1,19,0.3,-14,10,-0.5%,0,3,1,20
Cc1nc(-c2ccc(C)c(S(=O)(=O)N3CCC(C(=O)NCc4ccc(Cl)cc4)CC3)c2)no1,30*,0.1,nt,2,0.7%,-8,1,-17,6
O=C(NC(=S)N1CCN(C/C=C/c2ccccc2)CC1)c1ccc(Cl)nc1,-3,1.5,1,1,-1.2%,nt,0,1,-8
Cc1cc(C)nc(N/N=C/c2sccc2C)n1,3,0.2,-12,-2,-1.3%,-6,-1,nt,8
CCCCCCC(O)(c1ccccc1)C(CN1CCOCC1)c1ccccc1 (configuration not stated),-4,-0.2,-1,0,-0.3%,?,2,30,4
Cc1sc2nc(CSCC(=O)N(CCC#N)c3ccccc3F)[nH]c(=O)c2c1C,3,-0.5,2,-3,-0.9%,-5,2,-23,8
C/C(CC(=O)Nc1ccc(N(C)C)cc1)=N\NC(=O)c1ccc(Cl)cc1Cl,6,-1.0,1,5,-0.2%,-12,4,2,15
Cn1ncc(Cl)c1C(=O)Nc1cc(C(F)(F)F)ccc1F,-2,-0.2,4,-5,0.5%,2,4,-1,-6

Single values from the list:
Reading for COc1ccc(CCNC(=O)NS(=O)(=O)c2ccc(C)cc2)cc1OC in RXFP1 agonist: 1.0%
Reading for Cc1sc2nc(CSCC(=O)N(CCC#N)c3ccccc3F)[nH]c(=O)c2c1C in RXFP1 agonist: -0.9%
Reading for O=C1NCCN1C(=O)c1ccco1 in RXFP1 antag: 0

Next records:
SMILES,TRHR PAM,D2 ag,D2 antag,D1 PAM,RXFP1 agonist,RXFP1 antag,D1 ag,D1 antag,D2 potentiator
Cc1ccc(S(=O)(=O)N2CCOCC2)cc1NC(=O)COC(=O)c1cc(=O)c2ccccc2o1,-2,-0.2,-15,-4,1.0%,11,0,8,-1
Cc1ccccc1C(=O)NNC(=O)Nc1ccccc1,1,0.2,-7,0,-0.6%,nt,-3,-7,-2
O=C(CN1C(=O)c2ccccc2S1(=O)=O)Nc1ccccn1,7,0.5,-27,-1,-0.1%,-1,2,-6,12
COc1ccc(-c2cc(C(=O)OCC(=O)Nc3ccc4c(c3)OCO4)c3ccccc3n2)cc1,-5,0.2,9,-8,0.4%,-6,2,-14,-7
Cc1cccc(CN2CCN(C(=O)CCc3nnc(C4CCCCC4)o3)CC2)c1,-3,-0.2,-3,0,-1.1%,-8,1,-20,-3
COc1cccc(Cn2nnc3c(=O)[nH]c(C4CCN(C(=O)c5ccccc5Cl)CC4)nc32)c1,-7,-0.9,nt,-1,-3.2%,-5,-3,-3,16
Cc1cc(C)c(S(=O)(=O)N2CCCCC2)cc1N(C)S(=O)(=O)c1ccc(Cl)cc1,-4,0.9,8,4,0.5%,9,3,-31*,-6
CCOc1ccc(-c2cccc(NC(=O)COc3ccc(Cl)cc3)c2)nn1,-4,-0.5,13,-5,3.9%,-12,1,-18,-1
Cc1csc(=O)n1CC(=O)Nc1ccc(Cl)cc1F,3,-0.2,-13,-10,0.9%,3,0,-9,9
COc1ccc(Oc2coc3cc(OC(=O)N4CCOCC4)ccc3c2=O)cc1,11,-2.3,-2,11,-3.2%,-3,1,-9,3
CCOC(=O)Cc1nnc(NC(=O)c2ccccc2OCC)s1,-2,-0.8,-8,-4,3.1%,-14,1,23,9
O=C(CC1C(=O)N(c2ccccc2)C(=O)N1CCC1=CCCCC1)Nc1ccc(F)cc1 (configuration not stated),-3,-0.4,nt,-4,1.2%,nt,2,1,-24
